Compound activity as filed in PubChem BioAssay.
Epigenetic mod – epigenetic GFP locus derepression in mouse cells; mouse C127i GFP locus derepression, cytometry, 30 h; Potency, µM (titrated, usually from 46.1 µM), without a hit: top-dose GFP derepression (activation); 68,000 compounds, 0.09% hits; also: % of control where 0% means no effect
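Locus derepression in mouse mammary C127i cells whose integrated CMV-GFP reporter is normally silent; GFP expression after 30 h compound treatment was quantified by counting fluorescent cells.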
Hsp90 Hop PPI – changes Hsp90-Hop TPR2A binding signal, up or down. 71,000 compounds, 0.44% hits. Potency, µM (highest dose often 57 µM), for inactives: at the top dose activity change, negative = inhibition. AlphaScreen TPR2A-His6 binding biotin-Hsp90 C-terminal peptide. AID 595; active = well fitted curve in either direction with a large enough effect; inconclusive = small, poorly fitted or top-dose-only effect, or another doubt; also: potency is read from the fitted curve at half-maximal effect; % is scaled to controls: 0 for no effect and ±100 for the full control effect; many of its hits are not listed in these tables
HBB splice mod – modulators of hemoglobin beta chain splicing. HBB splicing reporter cell assay, activation; EGFP reporter with mutant IVS2-654 intron; response scale: normalised to 500 nM splice-correcting PNA. 65,000 compounds, 0.06% hits. AID 925. Potency, µM (doses to about 46.1 µM), without a hit: at the highest dose activation, hits mostly activators; also: potency is read from the fitted curve at half-maximal effect; 0% is about no effect
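Compounds were applied for 2 days to HeLa EGFP-654 cells, 500/well in Optimem with 2% FCS. The reporter's EGFP is disrupted by mis-splicing of beta-globin intron IVS2-654. Readout: summed well GFP fluorescence from 488 nm laser scanning; reference was 500 nM antisense […] 654 PNA.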
BRCT PPI red – BRCT-phosphoprotein interaction inhibition (red fluorophore); 75,000 compounds, 0.03% hits; BRCT-phosphopeptide binding, red fluorescence polarization; P38398; AID 892; Potency, µM (top dose mostly 76.9 µM), for the others: at the top dose activity change, negative = inhibition, actives largely listed as inhibitors; also: % is scaled to controls: 0 for no effect and ±100 for the full control effect
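Rhodamine-labelled pBACH1 10-mer (100 nM) bound to BRCT domain (100 nM) at pH 7.3; compounds incubated 12 min room temperature, polarization read. Free peptide defines full inhibition; unlabelled decapeptide titrated as control.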
4MU fluor – compound fluoresces in the 4-MU spectral region | compound autofluorescence, 340/450 nm, 4-MU equivalents; stronger effect = higher value | max dye-equivalent concentration, M | 59,000 compounds, 11% hits | AID 589; in the data active = max dye-equivalent concentration above about 10 nM; inconclusive = mostly about 1.1 nM to 9.6 nM
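Compounds in 100 mM Tris, pH 8.0, incubated 15 min at room temperature, then fluorescence read at 340 nm excitation/450 nm emission. Signal converted to 4-MU dye-equivalent concentration using an on-plate six-point 4-MU standard curve.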
Pol III holo inh – inhibitors of bacterial DNA polymerase III holoenzyme; 71,000 compounds, 0.25% hits; Potency, µM (top dose mostly 57.1 µM), for the others: at the top dose activity change, negative = inhibition; reconstituted DNA polymerase III holoenzyme replication, biochemical; also: potency is read from the fitted curve at half-maximal effect; % is scaled to controls: 0 for no effect and ±100 for the full control effect
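Reconstituted *E. coli* holoenzyme (0.35 nM Pol III, 1 nM beta, 154 nM SSB, 2 nM primase) was preincubated with compound for 15 min at RT. Synthesis on 1.4 nM ssM13Gori ran 35 min, then was stopped with PicoGreen/EDTA and read as dsDNA fluorescence.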
UbGFP stabilizer – proteasome inhibitors stabilizing ubiquitin-GFP reporter | AID 526 | Potency, µM (series often up to 45.9 µM), for inactives: at the highest dose activation (GFP accumulation), usual class: activators | 67,000 tested, under 10 active | Ubiquitin-GFP reporter cells, proteasome inhibition, GFP fluorescence; response scale: untreated = 0%, 10 µM MG-132 = 100%; active = well fitted activation curve with a large enough effect, not every such curve was filed as active; inconclusive = small, poorly fitted or top-dose-only effect, or another doubt; inactive = no such curve, though single readings can be large or run the other way; also: potency is read from the fitted curve at half-maximal effect
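Reporter cells (U2OS, ubiquitin-G76V-GFP fusion) are plated overnight, then treated 4 hr at 37 °C with compound titrations from 46 uM down to 2.9 nM. Activity is scaled against untreated cells and 10 uM MG-132.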
CRE-bla Fsk – modulators of forskolin-stimulated CRE signaling in CHO cells; CHO CRE-bla reporter (cAMP response element driving beta-lactamase), forskolin EC10, beta-lactamase ratio; Potency, µM (series often up to 38.2 µM), inactives show at the highest dose activity change, negative = inhibition, most hits filed as activators; 71,000 compounds, 2.5% hits; AID 662; active = well fitted activation curve with a large enough effect in the signal ratio, with a control signal flat, not every such curve was filed as active; inconclusive = small, poorly fitted or top-dose-only effect, or effect the other way, or a change in a side signal; the % refers to the signal ratio; also: potency is read from the fitted curve at half-maximal effect; % of control where 0% means no effect
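Using CellSensor CRE-bla CHO cells in Opti-MEM with 0.5% dialyzed FBS, compounds were titrated with EC10 NKH 477 for 3 h at 37 °C. CCF4 ratio (460/530 nm) gave %Activity; AC50 derived.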
A350 fluor – compounds fluorescent in Alexa 350 spectral region. AID 590. 59,000 compounds, 11% hits. max dye-equivalent concentration, M. Compound autofluorescence, 340/450 nm, Alexa 350 dye-equivalents; stronger effect = higher value; in the data active = max dye-equivalent concentration above about 10 nM; inconclusive = mostly about 1.1 nM to 9.6 nM
BRCT inh green – blocks human BRCA1 BRCT binding to phosphopeptide, green readout; BRCA1 BRCT-phosphopeptide binding, green fluorescence polarization; Potency, µM (doses to about 76.9 µM), without a hit: at the highest dose activity change, negative = inhibition, actives largely listed as inhibitors; 75,000 compounds, 0.05% hits; AID 875;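 also: potency is read from the fitted curve at half-maximal effect; plate controls were peptide without protein for full effect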
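Fluorescence polarization: His-tagged BRCT (~35 kDa BRCA1 C-terminus, 250 nM) bound to 100 nM fluorescein-labeled phosphorylated 10-aa BACH1 peptide, pH 7.3 phosphate buffer with DTT and Tween 20. Compounds incubated 12 min at room temperature; inhibition read as lowered polarization.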
ALOX15 inhib – blocks human 15-lipoxygenase activity; Potency, µM (highest dose often 57.1 µM), for inactives: top-dose activity change, negative = inhibition, hits mostly inhibitors; 74,000 compounds, 1.4% hits; purified 15hLO-1, xylenol orange hydroperoxide absorbance; P16050; also: potency is read from the fitted curve at half-maximal effect; % is scaled to controls: 0 for no effect and ±100 for the full control effect; nearly all actives have a fitted effect of over 55% in size
Target sequence (P16050 whole entry, looked up): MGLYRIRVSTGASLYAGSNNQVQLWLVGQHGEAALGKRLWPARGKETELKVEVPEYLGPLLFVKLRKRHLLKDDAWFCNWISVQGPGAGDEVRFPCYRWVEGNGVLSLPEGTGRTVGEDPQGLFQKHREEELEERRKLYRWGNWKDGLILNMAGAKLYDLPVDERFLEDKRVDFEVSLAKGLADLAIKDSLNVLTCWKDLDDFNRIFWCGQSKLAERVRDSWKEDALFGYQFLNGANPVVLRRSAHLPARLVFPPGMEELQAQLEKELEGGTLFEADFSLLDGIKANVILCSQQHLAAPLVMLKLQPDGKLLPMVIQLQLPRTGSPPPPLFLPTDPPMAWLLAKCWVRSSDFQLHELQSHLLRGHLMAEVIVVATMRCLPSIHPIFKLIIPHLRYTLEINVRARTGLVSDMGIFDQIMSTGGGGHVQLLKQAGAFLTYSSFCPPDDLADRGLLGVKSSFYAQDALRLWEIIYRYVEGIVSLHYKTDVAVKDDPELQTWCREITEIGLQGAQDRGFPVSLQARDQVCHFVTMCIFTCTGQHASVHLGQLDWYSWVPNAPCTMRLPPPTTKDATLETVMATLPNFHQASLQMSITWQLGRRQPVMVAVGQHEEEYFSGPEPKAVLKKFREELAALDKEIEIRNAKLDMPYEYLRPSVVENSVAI
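Quantitative HTS in 25 mM Hepes pH 7.5 containing 0.01% Triton X-100: human 15hLO-1 at 40 nM, arachidonic acid at 50 uM, 6 min turnover. Product quantified via ferrous oxidation/xylenol orange, 573:405 nm absorbance ratio.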
The depositor's hits bear a star; i = inactive; ? = inconclusive; nt = not tested or not shown; [ ] = remark or other dose. Unless noted, calls follow the shape of the dose curve; as a rule, active = well fitted curve in the direction sought with a large enough effect; inconclusive = small, poorly fitted or top-dose-only effect, or another doubt; inactive = no such curve, though single readings can be large; an effect the other way counts as inactive or inconclusive.

Under each structure: Epigenetic mod	Hsp90 Hop PPI	HBB splice mod	BRCT PPI red	4MU fluor	Pol III holo inh	UbGFP stabilizer	CRE-bla Fsk	A350 fluor	BRCT inh green	ALOX15 inhib
#1 COCCCNC(=O)c1ccc2c(c1)OCO2
→ -4.6%	-4.8%	-0.2%[57.5 µM]	0.4%	i	-4.1%	3.5%	-2.3%	i	-1.5%	-1.4%
#2 CC(C#N)On1c(SC(C)C#N)nc2ccccc2c1=O (configuration not stated)
→ -2.0%	-1.1%	1.0%[1.84 µM]	0.2%	i	-1.8%	5.2%	?	i	-2.4%	-3.8%
#3 Cc1cc2nc3[nH]c4c(Cl)cc(Cl)cc4c3nc2cc1C
→ 6.9%[9.22 µM]	0.1%[11 µM]	5.8%[9.22 µM]	-2.4%[15.4 µM]	1.61e-08M*	-13.4%[11.4 µM]	1.0%[9.17 µM]	-7.6%[7.6 µM]	1.89e-08M*	-0.8%[15.4 µM]	-6.6%[11.4 µM]
#4 CCn1cc(C(=O)O)c(=O)c2cnc(N3CCN(C(=O)Nc4cccc5ccccc45)CC3)nc21
→ 2.2%	-3.7%	1.0%[0.369 µM]	-1.2%	?	-4.4%	-2.6%	?	?	-0.5%	3.1%
#5 O=C(O)CSCNC(=O)CC12CC3CC(CC(C3)C1)C2
→ 1.1%	3.0%	0.4%	-0.3%	i	-7.6%	12.1%	-12.4%	i	-2.1%	2.0%
#6 Nc1ccc(S(=O)(=O)Nc2ccc(Cl)nn2)cc1
→ 3.9%[20.6 µM]	4.1%[26 µM]	-0.5%[20.6 µM]	1.7%	i	1.5%[25.6 µM]	-7.5%[20.5 µM]	1.7%[17.1 µM]	i	-1.3%[3.08 µM]	-6.1%
#7 Cc1ccc(-c2ccc(=O)n(CC(=O)NCCN3C(C)CCCC3C)n2)cc1 (configuration not stated)
→ 0.0%	1.2%	1.9%	0.3%	i	-0.3%	-10.6%	16.0%	?	-0.1%	5.1%
#8 CNc1nnc(-c2cc3ccccc3oc2=O)s1
→ 12.9%	1.2%	-1.0%	-0.1%	3.76e-08M*	-4.6%	0.0%	?	3.7e-08M*	3.6%	-1.1%
#9 CN1CCN(c2ccc(NC(=O)c3ccc4c(c3)OCO4)cc2)CC1
→ 4.3%	-3.5%	nt	-1.8%	i	-2.9%	-3.4%	-6.4%	i	-0.2%	3.7%
#10 Cc1nc(NC2CCCCC2)c2nc(-c3ccccc3)n(CCCN(C)C)c2n1
→ nt	-1.2%	-1.0%	0.3%	nt	-2.7%	8.1%	-1.3%	nt	-3.4%	-5.6%
#11 C=CCn1c(SCc2ccc(C#N)cc2)nnc1-c1cccc(OC)c1
→ 4.6%	0.6%	4.2%[1.84 µM]	-1.0%	i	1.8%	7.1%	5.2%	i	-0.1%	-1.9%
#12 O=C(CSc1ccc2nnc(-c3ccncc3)n2n1)NCC1CCCO1 (configuration not stated)
→ nt	-6.7%	0.3%	-0.8%	nt	-2.4%	-11.4%	-10.6%	nt	-1.2%	3.2%
#13 CC(Sc1nc(-c2ccccc2)cc(C(F)(F)F)n1)C(=O)N1CCCC1 (configuration not stated)
→ nt	-4.9%[2.3 µM]	0.5%	-0.1%	nt	-4.8%	0.8%	-3.1%	nt	-1.2%	-1.8%
#14 CC(C)(O)C(=O)O
→ nt	?	-0.2%	0.5%	nt	-12.4%	nt	-6.0%	nt	-0.1%	-8.2%
#15 COCCN(CC(=O)NCC1CCCO1)C(=O)CCC(=O)Nc1cc(C)on1 (configuration not stated)
→ 0.3%	-1.9%	-0.1%[57.5 µM]	3.3%	i	0.8%	-0.8%	1.3%	i	-3.0%	-3.0%
#16 Cc1cc(=O)n(C)c(=O)n1CCCCCN1CCCC1
→ 3.8%	-3.1%	nt	-0.1%	i	-2.7%	0.4%	0.3%	i	-0.4%	3.4%
#17 Cc1oc2c(C)c3oc(=O)c4c(c3cc2c1C)CCCC4
→ 5.0%	0.7%	-4.7%	-1.6%	nt	-2.9%	-5.1%	27.5%	nt	-0.5%	0.9%
#18 COc1ccc2oc(=O)c(C(=O)N3CCN(c4ccc(F)cc4)CC3)cc2c1
→ 0.0%	-6.5%	-1.0%	-0.1%	1.11e-08M*	-3.4%	3.4%	-16.4%	1.22e-08M*	-2.2%	-3.9%
#19 COCCn1c(=NC(=O)c2ccc3c(c2)OCO3)c(C#N)cc2c(=O)n3cccc(C)c3nc21
→ 2.6%	0.0%	2.3%[1.84 µM]	-1.6%	3.22e-08M*	1.2%	3.6%	?	1.71e-08M*	2.1%	-5.4%
#20 Cn1cnc2cc(OC(=O)c3ccccc3)ccc21
→ 0.5%	-4.2%	4.6%[0.369 µM]	-2.3%	i	-3.9%	nt	-6.8%	i	0.5%	27.9%
#21 Cc1nc2nc(Cc3ccccc3)nn2c(C)c1Cl
→ 5.8%	-3.2%	3.2%	-1.6%	i	-2.9%	4.2%	10µM*	i	2.2%	-0.5%
#22 COc1ccc2c(c1)C(C)=CC(C)(C)N2C(=O)C(C)N1C(=O)c2ccccc2C1=O (configuration not stated)
→ 2.4%	-2.7%	-4.2%	0.9%	i	-0.3%	0.0%	?	i	-1.0%	-8.1%
#23 CC(C)CC1(C(=O)O)NC(c2ccccc2O)C2C(=O)N(C(C)C)C(=O)C21 (configuration not stated)
→ nt	-1.2%	-0.1%	-0.6%	nt	-5.7%	24.4%	-8.4%	nt	-2.9%	17.1%
#24 CN(Cc1ccco1)c1ncnc2ccc(-c3ccc4c(c3)OCO4)cc12
→ 2.9%[9.22 µM]	2.4%	-1.7%	1.4%	3.21e-08M*	-6.8%	-4.5%	?	3.33e-08M*	4.5%	0.3%
#25 CC/C=C/C#N
→ nt	-0.6%	0.2%	0.7%	nt	2.0%	nt	-0.2%	nt	-1.0%	-3.7%
#26 COc1ccc(C(C)=O)cc1CN1C(=O)C(C)N(c2ccc(C)cc2)C1=O (configuration not stated)
→ -1.0%	-3.8%	-2.0%	2.0%	i	1.4%	-0.9%	?	?	0.3%	9.5%
#27 C=CCNC(=O)c1c(N)n(-c2ccc3c(c2)OCO3)c2nc3ccccc3nc12
→ -4.3%	-0.7%	0.4%	1.1%	2.09e-08M*	-4.8%	18.5%	1µM*	2.33e-08M*	0.4%	-1.5%
#28 O=C(Nc1ccc2c(c1)OCCO2)C1CCCN(S(=O)(=O)c2cccnc2)C1 (configuration not stated)
→ nt	-2.7%[2.3 µM]	-0.9%	1.1%	nt	-3.0%	-8.6%	-8.3%	nt	-4.4%	1.3%
#29 CCn1c(COc2cccc(OC)c2)nnc1SCC(=O)Nc1cccc(OC)c1
→ 0.0%	-0.7%	-8.2%	-0.5%	i	1.3%	-2.3%	?	i	2.5%	5.4%
#30 CCOC(=O)N1CCN(C2=NC3(CCCCC3)C(C#N)C(=O)N2)CC1 (configuration not stated)
→ 3.8%	0.3%	-0.7%[57.5 µM]	0.1%	i	2.4%	-7.8%	0.8%	i	-3.7%	5.1%
#31 C(/C=C\c1ccccc1)=Nc1ccc2c(c1)Cc1ccccc1-2
→ 2.2%[9.22 µM]	-1.3%[11 µM]	1.5%[9.22 µM]	1.2%[15.4 µM]	i	0.7%[11.4 µM]	-2.9%[9.17 µM]	-19.1%[7.6 µM]	i	1.4%[15.4 µM]	10.5%[11.4 µM]
#32 COC(=O)c1ccc(C(NC(=O)OCc2ccccc2)/C(C)=C/[C@@H](C)C(=O)NCc2cc(C)on2)cc1 (some centres not stated)
→ nt	-0.3%	0.6%	-1.0%	nt	-6.3%	nt	-12.4%	nt	-2.0%	4.3%
#33 COc1cc2c(cc1OC)-c1cc3nc4ccccc4nc3n1C(C)(C)C2
→ 0.0%	?	nt	-1.8%	nt	9.1%	0.8%	?	nt	-11.4%	12.6µM*
#34 COC(=O)[C@@]1(Cc2ccc(OC)cc2)[C@H]2c3cc(C(=O)N(C)C)n(Cc4cc(F)c(F)c(F)c4)c3C[C@H]2CN1C(=O)c1ccccc1
→ nt	-23.7%	-0.9%	-2.1%	nt	-1.2%	nt	7.9%	nt	1.0%	nt
#35 COc1ccc(-c2cc3nc(C4CCN(C(=O)OC(C)(C)C)CC4)c(C(=O)O)cn3n2)cc1
→ 2.0%	-1.9%	0.9%[1.84 µM]	0.4%	2.98e-08M*	2.2%	-8.6%	?	?	-0.3%	-3.2%
#36 Clc1cccc(CSc2nnc(-c3cccnc3)n2Cc2ccco2)c1
→ -1.3%	-3.9%	-0.9%	-2.3%	i	-4.1%	-4.1%	15.4%	i	3.1%	-11.7%

The order is random. Share with any hit: about 12%.
